# KCNH2 3.1 inh: qHTS for Inhibitors of KCHN2 3.1: Mutant qHTS; hit rate 0.95% among 340,000; U2OS KCNH2 3.1, thallium flux FluxOr; hits give low values; activity change, % (tested at about 1.8 µM);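 active means maximum activity change below -70%; inconclusive means maximum activity change from -70% to -50%; inactive means maximum activity change above -50%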;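 further: thallium influx rate constant from kinetic fluorescence after stimulation buffer; on the % scale 0 is the no-effect control and ±100 the full control effect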
#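 Kinetic fluorescence (2 min after stimulation buffer) measures Tl+ influx through KCNH2 3.1 expressed by viral transduction in U2OS cells; the rate constant is normalized against DMSO controls serving as positive and negative references.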
# Menin-MLL TR inh: qHTS Assay for Inhibitors Targeting the Menin-MLL Interaction in MLL Related Leukemias: Competition With Texas Red Labeled MLL-derived Mutant Peptide. Potency, µM (doses to about 61.6 µM), for the others: at the highest dose FP activity change, negative = inhibition, hits mostly inhibitors. hit rate 0.23% among 270,000. AID 1768, 2009. Menin + Texas Red MLL mutant peptide, fluorescence polarization; active means well fitted inhibition curve with a large enough effect in the polarisation, with a control signal flat, not every such curve was filed as active; inconclusive means small, poorly fitted or top-dose-only effect, or effect the other way, or a change in a side signal; inactive means no such curve, though single readings can be large or run the other way; the % refers to the polarisation; further: potency means the concentration at half of the fitted maximal effect; % of control where 0% means no effect; many of its hits are not listed in these tables
# VP16 counter: VP16 counterscreen qHTS for inhibitors of ROR gamma transcriptional activity; Drosophila S2 Gal4-VP16 UAS-luciferase, luminescence, 20 h; hit rate 3.5% among 310,000; AID 2546, 2010; Potency, µM (series often up to 53.6 µM), without a hit: at the top dose activity, negative = inhibition, usual class: inhibitors;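 further: Gal4-VP16 expression switched on by copper sulfate through the metallothionein promoter; potency means the concentration at half of the fitted maximal effect; on the % scale 0 is the no-effect control and ±100 the full control effect; nearly all actives have a fitted effect of over 50% in size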
# Rab9 prom act: qHTS Assay for Rab9 Promoter Activators; Huh7 Rab9 promoter-luciferase reporter, luminescence, 24 h; Potency, µM (series often up to 9.22 µM), for inactives: at the top dose activation, negative = inhibition, most hits filed as activators; hit rate 2.8% among 320,000; further: potency means the concentration at half of the fitted maximal effect; % of control where 0% means no effect; nearly all actives have a fitted effect of over 60% in size
#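 Stable Rab9-luc Huh7, 1500 cells/well, 2 h settle; cmpd in DMSO, 24 h, 37 °C/5% CO2; luciferase reagent 10 min RT; luminescence.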
# PKM2 activator: qHTS Assay for Activators of Human Muscle isoform 2 Pyruvate Kinase | Pyruvate kinase PKM (Homo sapiens), P14618 | purified PKM2, Kinase-Glo ATP luminescence, activation; response scale: 0% is enzyme alone, no compound | Potency, µM (highest dose often 57.5 µM), without a hit: top-dose activation, usual class: activators | hit rate 0.34% among 260,000; further: potency means the concentration at half of the fitted maximal effect; on the % scale 0 is the no-effect control and ±100 the full control effect; nearly all actives have a fitted effect of over 55% in size
#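 hPK-M2, >95% pure; 0.1 mM ADP / 0.5 mM PEP final; imidazole pH7.2 buffer w/ 7 mM MgCl2, 50 mM KCl; 1 h RT; Kinase-Glo lum. Intermediate enzyme activity for dual inhibitor/activator qHTS.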
# ELG1 DNA repair: qHTS screen for small molecules that inhibit ELG1-dependent DNA repair in human embryonic kidney (HEK293T) cells expressing luciferase-tagged ELG1; HEK293T ELG1-luciferase reporter, luminescence, 16 h; DNA damage induced by 5-fluorouridine; Potency, µM (doses to about 46.1 µM), inactives show at the top dose activity change, negative = inhibition, actives largely listed as inhibitors; hit rate 2.3% among 330,000; further: potency means the concentration at half of the fitted maximal effect; on the % scale 0 is the no-effect control and ±100 the full control effect; nearly all actives have a fitted effect of over 55% in size
#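 Luminescence from the luciferase reporter, measured 30 min after ONE-Glo reagent at room temperature, was the read-out. Beforehand, 2,000 cells per well were exposed for 16 hr at 37 °C to 5-fluorouridine together with compound or vehicle.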
# RORg inh: qHTS for inhibitors of ROR gamma transcriptional activity; Nuclear receptor ROR-gamma (Mus musculus), P51450; Drosophila S2 Gal4-RORgamma UAS-luciferase reporter, 20 h; Potency, µM (top dose mostly 53.6 µM), for inactives: top-dose activity change, negative = inhibition, hits mostly inhibitors; hit rate 5.4% among 310,000; AID 2551, 2010; further: potency means the concentration at half of the fitted maximal effect; on the % scale 0 is the no-effect control and ±100 the full control effect; nearly all actives have a fitted effect of over 60% in size
# Target sequence (P51450 whole entry, looked up, the tested form may be a part): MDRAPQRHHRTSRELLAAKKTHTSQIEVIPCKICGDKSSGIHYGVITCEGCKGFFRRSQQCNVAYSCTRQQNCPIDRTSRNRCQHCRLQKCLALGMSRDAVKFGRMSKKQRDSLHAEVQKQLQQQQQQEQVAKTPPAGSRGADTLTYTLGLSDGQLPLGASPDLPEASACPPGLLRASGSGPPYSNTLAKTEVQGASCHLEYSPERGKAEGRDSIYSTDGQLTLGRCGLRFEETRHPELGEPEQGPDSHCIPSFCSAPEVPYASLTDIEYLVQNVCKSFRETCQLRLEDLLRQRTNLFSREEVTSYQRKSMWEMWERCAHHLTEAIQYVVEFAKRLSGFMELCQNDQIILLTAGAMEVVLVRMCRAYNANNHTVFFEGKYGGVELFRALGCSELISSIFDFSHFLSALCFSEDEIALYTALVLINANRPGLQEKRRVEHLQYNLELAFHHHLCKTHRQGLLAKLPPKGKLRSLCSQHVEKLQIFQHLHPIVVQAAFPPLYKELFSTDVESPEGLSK
#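 Stable Schneider cell line, Gal4 DNA-binding domain fused to ROR gamma, UAS-luciferase. Cmpd 1 hr RT → CuSO4 700 uM final → 20 hr RT → luciferase reagent 10 min → luminescence.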
# NPC1 promoter act: qHTS Assay for NPC1 Promoter Activators | Huh7 NPC1 promoter luciferase reporter, 24 h | Potency, µM (top dose mostly 9.22 µM), without a hit: at the top dose activation, most hits filed as activators | hit rate 2.4% among 320,000;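 further: potency means the concentration at half of the fitted maximal effect; % of control where 0% means no effect; nearly all actives have a fitted effect of over 60% in size; reporter is driven by a mutant NPC1 promoter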
#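 Stably transfected Huh7 (NPC1 promoter→luciferase), 1500 cells/well in Opti-MEM + 10% FBS, 2 h settle, then compound 24 h at 37 °C. Luminescence after 10 min with Amplite reagent.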
# FLuc counter: qHTS profiling assay for firefly luciferase inhibitor/activator using purifed enzyme and Km concentrations of substrates (counterscreen for miR-21 project). Luciferin 4-monooxygenase (Photinus pyralis), P08659. purified FLuc, Km substrates, luminescence inhibition. Potency, µM (doses to about 57.5 µM), inactives show at the top dose activity change, negative = inhibition, hits mostly inhibitors. hit rate 6.9% among 360,000. AID 588342, 2011;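 further: potency means the concentration at half of the fitted maximal effect; plate controls were vehicle for no effect and reference inhibitor for full effect; nearly all actives have a fitted effect of over 55% in size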
#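 Purified P. pyralis luciferase (10nM final) with 10uM D-luciferin and 10uM ATP (Km levels) in 50mM Tris acetate pH 7.5, 10mM Mg acetate, 0.01% Tween-20, 0.05% BSA; qHTS 6-point titration, ~60 µM downward; luminescence read.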
# MBNL1-CUG inh: qHTS Assay for Inhibitors of MBNL1-poly(CUG) RNA binding; Muscleblind-like protein 1 (Homo sapiens), Q9NR56; TR-FRET MBNL1-His/biotin-(CUG)12 binding, 665/545 ratio; Potency, µM (doses to about 57.5 µM), for inactives: at the highest dose activity change, negative = inhibition, hits mostly inhibitors; hit rate 0.036% among 280,000; AID 2675, 2010; active means well fitted inhibition curve with a large enough effect in the signal ratio, with a control signal flat, not every such curve was filed as active; inconclusive means small, poorly fitted or top-dose-only effect, or effect the other way, or a change in a side signal; inactive means no such curve, though single readings can be large or run the other way; the % refers to the signal ratio; further: potency means the concentration at half of the fitted maximal effect; on the % scale 0 is the no-effect control and ±100 the full control effect
# Target sequence (Q9NR56 whole entry, looked up): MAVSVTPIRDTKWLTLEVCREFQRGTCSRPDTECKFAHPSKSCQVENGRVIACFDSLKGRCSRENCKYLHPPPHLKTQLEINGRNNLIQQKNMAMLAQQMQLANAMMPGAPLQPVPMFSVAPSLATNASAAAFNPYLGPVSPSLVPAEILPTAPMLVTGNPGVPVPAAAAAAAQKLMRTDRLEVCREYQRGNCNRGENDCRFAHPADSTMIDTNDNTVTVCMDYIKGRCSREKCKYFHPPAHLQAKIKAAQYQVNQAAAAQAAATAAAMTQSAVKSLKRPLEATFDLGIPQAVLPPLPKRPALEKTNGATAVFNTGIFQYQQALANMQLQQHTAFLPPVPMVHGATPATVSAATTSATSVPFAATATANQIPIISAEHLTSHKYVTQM
#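 Compound titration spanned 92 nM–58 uM against the MBNL1-His/biotin-(CUG)12 complex. After 60 min at room temperature with 5 nM streptavidin-XL665 and 0.055 ng/ul terbium anti-His, ratiometric 665/545 nm emission (Ex 340 nm) normalized to controls.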
# Mito fusion yeast: qHTS Assay for Small Molecule Inhibitors of Mitochondrial Division or Activators of Mitochondrial Fusion. S. cerevisiae fusion-defective mutant growth rescue, CellTiterGlo 48 h. Potency, µM (highest dose often 46.1 µM), without a hit: top-dose growth rescue (activation), usual class: activators. hit rate 0.23% among 320,000;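 further: potency means the concentration at half of the fitted maximal effect; % of control where 0% means no effect; nearly all actives have a fitted effect of over 45% in size; temperature-sensitive fusion mutants such as fzo1-1 at 37 °C on non-fermentable ethanol glycerol medium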
#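 Read-out: ATP-based luminescence (CellTiterGlo, 10 min ambient) reporting growth of fusion-defective ts yeast after 48 hours at 37C on glycerol/ethanol YPEG medium in the presence of compound.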
# Numbers without * were called inactive; u = inconclusive; x = not tested or not shown; [ ] = another dose, or the depositor's remark. Unless noted, the call rests on the fitted dose curve; in most records, active means well fitted curve in the direction sought with a large enough effect; inconclusive means small, poorly fitted or top-dose-only effect, or another doubt; inactive means no such curve, though single readings can be large; an effect the other way counts as inactive or inconclusive. Only part of the results is shown, so the mix of outcomes need not match the whole.
SMILES,KCNH2 3.1 inh,Menin-MLL TR inh,VP16 counter,Rab9 prom act,PKM2 activator,ELG1 DNA repair,RORg inh,NPC1 promoter act,FLuc counter,MBNL1-CUG inh,Mito fusion yeast
O=C(NCc1cn2ccsc2n1)c1c(F)cccc1Cl,-22.0,10.2%,20.5%,-3.0%,-1.7%,-1.3%,-6.2%,-1.9%,-1.4%,-4.9%,-2.7%
CC(=O)Nc1nc(-c2ccc3c(c2)CCO3)cs1,-8.7,15.0%,-6.3%,u,-5.6%,u,31.6%,u,12µM*,0.8%,-0.3%
S=C1NCCOCCOCCOCCNC(=S)NCCOCCOCCOCCN1,-10.9,4.9%,5.5%,-5.7%,0.7%,-7.7%,-1.1%,-1.5%,3.3%,2.9%,-3.5%
CNC(=S)N1CCN(c2ccc(Cl)c(Cl)c2)CC1,-7.5,u,1.5%,3.0%,1.2%,0.3%,27.1%,-1.6%,-2.8%,4.4%,-2.7%
COc1ccc(C(CNC(=O)CCOc2ccccc2)N(C)C)cc1 (stereo not given),4.7,0.5%,-7.2%,0.4%,-10.0%,24.5%,1.9%,6.0%,-0.9%,-3.2%,1.9%
O=C(CNc1ccccc1F)N/N=C/C1CC=CCC1 (stereo not given),3.8,0.3%,6.8%,-3.4%,-2.2%,3.1%,-27.7%,-1.7%,-11.1%,2.0%,-3.0%
CCC(=O)N1c2ccc(S(=O)(=O)NCc3ccccc3)cc2CC1C (stereo not given),1.3,10.3%,u,-3.9%,x,-2.9%,u,-2.4%,-0.6%,2.4%,-12.7%
CS(=O)(=O)N1CCC(C(=O)Nc2ccc(F)c(Cl)c2)CC1,-34.1,-10.9%,2.9%,0.2%,13.4%,-0.3%,-15.5%[1.91 µM],-4.5%,-1.7%,2.6%,0.2%
Cc1ccc(C(=O)NCCC(=O)N2CCC3(CC2)NCCc2[nH]cnc23)cc1,-32.9,x,1.8%,-0.1%,x,3.9%,-0.5%,17.7%,-0.7%,-0.4%,3.0%
Cc1ccccc1N1CCN(C2CCCN(C(=O)c3cn4c(C)cccc4n3)C2)CC1 (stereo not given),-10.6,x,2.7%,0.1%,x,16.4µM*,-3.7%,1.7%,-2.3%,-0.5%,6.8%
CC(C)C(C(=O)Nc1nccs1)c1ccc(Cl)cc1 (stereo not given),-10.2,41.9%[activator],u,-14.0%,-0.2%,-17.1%,14.1µM*,-16.5%,-3.0%,-4.2%,u
CC1(c2nnc(-c3ccc(F)cc3)o2)CC(c2c(Cl)cccc2Cl)=NO1 (stereo not given),-21.1,x,0.1%,-4.4%,-2.4%,10.2%,u,-3.7%,-0.7%,0.7%,u
O=C(O)c1ccc(Cl)c(S(=O)(=O)NC(Cc2c[nH]c3ccccc23)C(=O)O)c1 (stereo not given),28.0,7.5%,2.0%,-3.1%,x,6.8%,u,0.7%,-4.0%,-6.8%,-3.7%
Cc1ccc(-n2c(-c3cc(-c4ccco4)[nH]n3)n[nH]c2=S)c(Br)c1,7.6,x,-3.8%,-7.1%,10.2%,2.3%,8.91µM*,2.5%,-10.1%,5.4%,-1.4%
N#Cc1c(C(F)(F)F)cc(-c2ccc(F)cc2)[nH]c1=O,9.3,-4.2%,-5.3%,-0.6%,-7.5%,18.3µM*,u,0.8%,u,x,0.6%
CC(C)NC(=O)N1CC(c2ccccc2)C(c2ccc(Cl)cc2)=N1 (stereo not given),20.9,u,-10.1%,9.0%,-2.6%,-24.4%,-12.4%[1.91 µM],0.1%,-1.0%,5.2%,-4.8%
CCCc1cc(=O)[nH]c2nnc(SCC(=O)NCc3ccc4c(c3)OCO4)n12,10.9,x,x,1.2%,x,27.1%,x,-2.0%,0.7%,x,-2.2%
O=C(NNS(=O)(=O)c1ccccc1[N+](=O)[O-])c1ccc(F)cc1,3.2,-17.7%,-12.6%,-3.8%,-3.8%,4.0%,-0.5%,-1.4%,-10.6%,14.0%,1.1%
Cc1ccc(Cn2c(=O)c3ccccc3n3c(SCC(=O)N4CCCCC4C)nnc23)cc1 (stereo not given),-25.0,-19.9%,-4.9%,0.0%,8.1%,u,u,2.6%,0.5%,-2.0%,6.5%
COc1cc2c(cc1NC(=O)C1CCCO1)oc1ccccc12 (stereo not given),8.7,20.2%,7.7%,3.55µM*,0.2%,u,8.5%,3.98µM*,6.01µM*,13.7%,u
CCOc1cc(NC(=S)NCc2ccco2)c(OCC)cc1NC(=O)CC(C)C,1.4,5.6%,-16.1%,-0.4%,-15.4%,15.9%,u,7.2%,-1.1%,-11.4%,0.7%
NC(=O)c1ccc(Oc2ccc(C(N)=O)cc2)cc1,9.2,x,-2.7%,-2.3%,-8.4%,5.3%,35.1%,6.4%,-0.6%,0.2%,-0.3%
CC(C)CCNC(=O)NC(=O)CSc1ncccn1,3.1,-7.8%,-13.3%,-5.1%,-1.4%,6.7%,0.9%,-4.1%,-2.6%,-2.6%,-2.8%
O=C(Cc1c(O)c2ccccc2oc1=O)c1ccc(C(F)(F)F)cc1,-3.7,9.7%,3.0%,-2.3%,x,u,4.2%,-0.3%,-1.0%,-14.3%,-3.4%
O=C(CCC(=O)Nc1ccc(F)cc1)N/N=C/c1cccnc1,-4.4,13.3%,3.9%,0.2%,x,-1.1%,5.7%,-3.0%,0.8%,4.6%,-6.7%
# Other compounds follow:
SMILES,KCNH2 3.1 inh,Menin-MLL TR inh,VP16 counter,Rab9 prom act,PKM2 activator,ELG1 DNA repair,RORg inh,NPC1 promoter act,FLuc counter,MBNL1-CUG inh,Mito fusion yeast
CC1CCN(S(=O)(=O)c2ccc3c(c2)N(CC(=O)NCCCOC(C)C)C(=O)CS3)CC1,-3.9,x,4.1%,-6.6%,x,-7.5%,-13.7%,0.1%,-1.5%,3.1%,-2.7%
Cc1nc(N2CCN(c3ccccc3O)CC2)c2c(-c3ccccc3)csc2n1,18.3,16.3%,1.8%,-1.1%,0.7%,18.3µM*,u,-3.8%,-8.5%,-2.6%,16.6%
O=C(Cc1csc(N2CCOCC2)n1)N/N=C/c1ccc(O)c(O)c1O,0.5,-6.1%,-7.1%,1.8%,u,13µM*,-0.8%,-2.7%,u,2.6%,4.7%
CCCCN(C(=O)c1ccc([N+](=O)[O-])s1)c1c(N)n(CC(C)C)c(=O)[nH]c1=O,2.3,x,x,-1.0%,x,-7.1%,x,-8.7%,-1.7%,x,0.2%
CC(C)CC(=O)Nc1cccc(-c2cn3ccsc3n2)c1,4.3,14.0%,4.6%,u,5.9%,u,31.3%,u,12µM*,4.6%,-3.0%
Cc1cc(C)nc(NS(=O)(=O)c2ccc(NC(=O)C3(c4ccc([N+](=O)[O-])cc4)CCCC3)cc2)n1,5.7,23.5%,-0.8%,0.0%,12.3%,9.9%,u,-1.2%,6.2%,19.8%,-1.0%
O=C(CCNS(=O)(=O)c1ccc(Cl)cc1)NCc1cccs1,-10.0,-1.2%,1.7%,0.9%,-0.3%,-15.7%,-14.0%,-7.2%,-1.3%,-22.2%,12.4%
CN(C)C(CNC(=O)c1ccc2[nH]c(=O)c(=O)[nH]c2c1)c1ccco1 (stereo not given),13.8,x,x,1.2%,x,22.4%,x,-5.7%,4.1%,x,-4.5%
CCn1c(CSc2nc(C)cs2)nc2cc(S(=O)(=O)N(C)C)ccc21,0.6,-19.5%,-0.6%,0.7%,-0.5%,-3.2%,19.2%,0.7%,-1.4%,-12.1%,-2.8%
CCOCCCn1c(=S)[nH]c2cc(C(=O)N3CCN(C)CC3)ccc2c1=O,-3.6,-26.5%,-2.4%,0.8%,3.4%,-6.3%,1.5%,2.8%,-1.9%,6.4%,1.2%
CCC(C)NC(=O)C1CCCN(S(=O)(=O)c2ccc3c(c2)CC(C)N3C(=O)C2CC2)C1 (stereo not given),10.8,-0.9%,6.0%,-3.9%,0.2%,-7.8%,8.1%,-2.4%,0.5%,-3.2%,2.8%

# High-throughput results as filed in PubChem BioAssay.
